Caspase-1 inhib = allosteric or competitive inhibitors of human caspase-1. Potency, µM (series often up to 57.5 µM), for the others: top-dose activity change, negative = inhibition, actives largely listed as inhibitors. 75,000 tested, 0.03% active. P29466. AID 900. Caspase-1 enzyme, Ac-WEHD-AFC fluorogenic rate;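 further: potency means the concentration at half of the fitted maximal effect; plate controls were vehicle for no effect and no substrate for full effect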
Tau fil binding = binds recombinant human tau filaments; P10636; recombinant tau filaments, thioflavin S fluorescence, 15 h; filaments grown with octadecylsulfate alongside compound; Potency, µM (series often up to 57.1 µM), for inactives: at the highest dose activity change, negative = inhibition; 71,000 tested, 2% active; AID 596;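 further: potency means the concentration at half of the fitted maximal effect; on the % scale 0 is the no-effect control and ±100 the full control effect; actives lower thioflavin S fluorescence by blocking filaments or displacing dye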
Target sequence (P10636 whole entry, looked up): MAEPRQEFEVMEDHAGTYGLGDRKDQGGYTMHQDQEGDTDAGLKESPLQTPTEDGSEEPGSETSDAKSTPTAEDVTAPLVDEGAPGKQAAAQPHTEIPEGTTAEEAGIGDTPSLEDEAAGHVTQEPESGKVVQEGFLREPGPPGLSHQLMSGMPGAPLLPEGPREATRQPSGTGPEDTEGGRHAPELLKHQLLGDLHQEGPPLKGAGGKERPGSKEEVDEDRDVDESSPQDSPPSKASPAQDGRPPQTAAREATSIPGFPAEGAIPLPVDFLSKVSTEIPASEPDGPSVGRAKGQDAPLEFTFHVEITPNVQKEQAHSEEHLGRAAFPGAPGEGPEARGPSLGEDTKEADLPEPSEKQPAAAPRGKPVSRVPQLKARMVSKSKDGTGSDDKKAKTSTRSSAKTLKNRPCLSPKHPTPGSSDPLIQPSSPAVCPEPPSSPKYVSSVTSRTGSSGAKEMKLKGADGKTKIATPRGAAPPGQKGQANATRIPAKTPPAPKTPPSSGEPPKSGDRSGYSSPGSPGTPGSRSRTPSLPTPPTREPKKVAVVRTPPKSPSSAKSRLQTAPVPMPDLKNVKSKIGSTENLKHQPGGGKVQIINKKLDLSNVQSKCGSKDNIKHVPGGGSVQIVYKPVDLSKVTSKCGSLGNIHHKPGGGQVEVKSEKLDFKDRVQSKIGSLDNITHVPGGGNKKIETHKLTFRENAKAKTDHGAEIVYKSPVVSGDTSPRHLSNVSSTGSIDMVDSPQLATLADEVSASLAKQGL
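Read-out: ThS fluorescence, 450 nm excitation/510 nm emission; lower signal marks blocked filament formation or displaced dye. Tau at 1 uM with 30 uM ODS, 10 uM ThS, 5 mM DTT, 100 mM NaCl, 10 mM HEPES pH 7.4; 15 h, 37 C.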
USP2a inhib = inhibitors of human ubiquitin-specific protease USP2a | O75604 | USP2a enzymatic assay, qHTS inhibition | Potency, µM (titrated, usually from 38.3 µM), for inactives: at the highest dose activity change, negative = inhibition, hits mostly inhibitors | 60,000 tested, 0.1% active | AID 927;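 further: potency means the concentration at half of the fitted maximal effect; nearly all actives have a fitted effect of over 60% in size; plate controls were DMSO for no effect and NEM full inhibition control for full effect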
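USP2 core (20 nM final) was preincubated with compound for 30 min at RT in 20 mM Tris-HCl pH 8.0, 2 mM CaCl2, 2 mM beta-mercaptoethanol; Ub-PLA2 (20 nM) plus NBD C6-HPC (20 uM) then added, fluorescence read after 2.5 h.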
BRCT inh green = blocks human BRCA1 BRCT binding to phosphopeptide, green readout; P38398; BRCA1 BRCT-phosphopeptide binding, green fluorescence polarization; Potency, µM (titrated, usually from 76.9 µM), inactives show at the top dose activity change, negative = inhibition, usual class: inhibitors; 75,000 tested, 0.05% active;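 further: potency means the concentration at half of the fitted maximal effect; plate controls were peptide without protein for full effect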
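Fluorescence polarization: His-tagged BRCT (~35 kDa BRCA1 C-terminus, 250 nM) bound to 100 nM fluorescein-labeled phosphorylated 10-aa BACH1 peptide, pH 7.3 phosphate buffer with DTT and Tween 20. Compounds incubated 12 min at room temperature; inhibition read as lowered polarization.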
HEK293 cAMP ctrl = parental HEK293 cAMP activation (counter-screen); parental HEK293 CNG cAMP sensor, membrane potential fluorescence; Potency, µM (series often up to 57.1 µM), for the others: top-dose activation, most hits filed as activators; 73,000 tested, 2.5% active; further: potency means the concentration at half of the fitted maximal effect; % of control where 0% means no effect; nearly all actives have a fitted effect of over 55% in size
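Counterscreen for endogenous-receptor signalling: CNG-channel HEK 293 cells report cAMP rise by membrane depolarization. After 60 min dye equilibration with 100 uM RO 20-1724, compounds incubated 30 min before bottom-read fluorescence at 590 nm.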
Caspase-7 inhib = blocks human caspase-7 allosterically or competitively; P55210; recombinant caspase-7, Ac-DEVD-AFC fluorescence rate; Potency, µM (titrated, usually from 57.5 µM), inactives show at the top dose activity change, negative = inhibition, actives largely listed as inhibitors; 75,000 tested, 0.02% active; AID 889; active means well fitted inhibition curve with a large enough effect in the main read-out, with a control signal flat, not every such curve was filed as active; inconclusive means small, poorly fitted or top-dose-only effect, or a change in a side signal; further: potency means the concentration at half of the fitted maximal effect; % of control where 0% means no effect
Target sequence (P55210 24-198 limits assumed): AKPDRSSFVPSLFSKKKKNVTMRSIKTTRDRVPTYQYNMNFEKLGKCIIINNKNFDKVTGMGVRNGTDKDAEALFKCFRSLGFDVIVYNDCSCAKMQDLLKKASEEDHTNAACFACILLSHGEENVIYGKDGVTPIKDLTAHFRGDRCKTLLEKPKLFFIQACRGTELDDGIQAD
Target sequence (P55210 207-303 limits assumed): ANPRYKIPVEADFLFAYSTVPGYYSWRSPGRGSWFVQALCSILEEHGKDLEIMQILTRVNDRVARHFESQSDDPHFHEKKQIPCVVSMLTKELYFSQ
DNA Pol III inh = blocks replication by bacterial DNA polymerase III holoenzyme. reconstituted DNA polymerase III holoenzyme replication, biochemical. Potency, µM (series often up to 57.1 µM), without a hit: top-dose activity change, negative = inhibition. 71,000 tested, 0.25% active. AID 603; further: potency means the concentration at half of the fitted maximal effect; on the % scale 0 is the no-effect control and ±100 the full control effect
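Reconstituted *E. coli* holoenzyme (0.35 nM Pol III, 1 nM beta, 154 nM SSB, 2 nM primase) was preincubated with compound for 15 min at RT. Synthesis on 1.4 nM ssM13Gori ran 35 min, then was stopped with PicoGreen/EDTA and read as dsDNA fluorescence.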
HADH2 inh = HADH2 (human) dehydrogenase inhibition; recombinant HADH2, NADH fluorescence, beta-hydroxybutyryl-CoA; 73,000 tested, 3.4% active; Q99714; Potency, µM (highest dose often 57.1 µM), for inactives: at the top dose activity change, negative = inhibition, most hits filed as inhibitors; further: potency means the concentration at half of the fitted maximal effect; on the % scale 0 is the no-effect control and ±100 the full control effect; nearly all actives have a fitted effect of over 60% in size; many of its hits are not listed in these tables
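20 nM HADH2 + cpd, 15 min RT; add 1 mM NAD+/90 uM beta-hydroxybutyryl-CoA; kinetic fluorescence 360/450 nm, 4 min. Tris-HCl pH 9.0, 0.01% Tween-20.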
Rhodamine autofl = rhodamine region autofluorescence; 59,000 tested, 0.05% active; Rhodamine-region fluorescence, 547/598 nm, Tris buffer; stronger effect = higher value; max dye-equivalent concentration, M; in the data active means max dye-equivalent concentration above about 11 nM; inconclusive means between about 1.1 nM and that limit
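Steps: pin-transfer compounds into pH 8.0 Tris (100 mM), hold 15 min at room temperature, image with a 547/598 nm filter pair, and convert intensities to rhodamine-equivalent concentration using a six-point on-plate rhodamine series.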
ALOX15 inhib = inhibitors of human 15-lipoxygenase (ALOX15) | Potency, µM (series often up to 57.1 µM), for inactives: at the highest dose activity change, negative = inhibition, hits mostly inhibitors | purified 15hLO-1, xylenol orange hydroperoxide absorbance | 74,000 tested, 1.4% active | AID 887 | P16050; further: potency means the concentration at half of the fitted maximal effect; on the % scale 0 is the no-effect control and ±100 the full control effect; nearly all actives have a fitted effect of over 55% in size
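Compounds were preincubated 15 min at room temperature with 40 nM purified human enzyme (25 mM Hepes pH 7.5, 0.01% Triton X-100); 50 uM arachidonic acid reacted 6 min. Fe-xylenol orange detection, 30 min, absorbance ratio 573/405 nm.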
BRCT PPI red = BRCT-phosphoprotein interaction inhibition (red fluorophore); P38398; BRCT-phosphopeptide binding, red fluorescence polarization; Potency, µM (top dose mostly 76.9 µM), for inactives: at the highest dose activity change, negative = inhibition, actives largely listed as inhibitors; 75,000 tested, 0.03% active; AID 892; further: on the % scale 0 is the no-effect control and ±100 the full control effect
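Rhodamine-labelled pBACH1 10-mer (100 nM) bound to BRCT domain (100 nM) at pH 7.3; compounds incubated 12 min room temperature, polarization read. Free peptide defines full inhibition; unlabelled decapeptide titrated as control.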
* hit, by the source's call; i = inactive; ? = inconclusive; nt = not tested or not shown; & = joins results of further samples; [ ] = remark or other dose. Unless noted, the call rests on the fitted dose curve; in most records, active means well fitted curve in the direction sought with a large enough effect; inconclusive means small, poorly fitted or top-dose-only effect, or another doubt; inactive means no such curve, though single readings can be large; an effect the other way counts as inactive or inconclusive. Only part of the results is shown, so the mix of outcomes need not match the whole.

SMILES	Caspase-1 inhib	Tau fil binding	USP2a inhib	BRCT inh green	HEK293 cAMP ctrl	Caspase-7 inhib	DNA Pol III inh	HADH2 inh	Rhodamine autofl	ALOX15 inhib	BRCT PPI red
O=C(CCC(=O)N(c1cccc(F)c1)C(C(=O)NC1CCCC1)c1ccncc1)Nc1cccnc1 (stereo not drawn)	1%	-13%	51%[activator]	-1.0%	-1%	-3%	-3%	2%	i	19%	0.1%
CCOC(=O)N1CCN(c2c(N3CCC(N4CCCCC4)CC3)c(=O)c2=O)CC1	0%	-10%	nt	-3.4%	-5%	0%	-5%	-12%	nt	-3%	0.8%
O=C(NCc1ccc(Cl)cc1)c1cccnc1	0%	4%	-7%	0.9%	6%	-1%	-2%	10%	nt	2%	0.4%
CCc1nnc(NC(=O)CCC(=O)N2CCN(Cc3cc(F)ccc3OC)CC2)s1	0%	19%	6%	-0.7%	7%	0%	-6%	-22%	i	-6%	-0.1%
O=C(Nc1ccc(-n2nncc2-c2ccco2)cc1)c1cc2ccccc2oc1=O	-2%	-21%	19%	-1.2%	-2%	-20%	13µM*	6%	i	-10%	1.5%
Cc1ccc(S(=O)(=O)Cn2nnnc2CN(Cc2ccco2)CC2CCCO2)cc1 (stereo not drawn)	-2%	5%	37%[activator]	0.5%	16%	-2%	-1%	-6%	i	10%	1.2%
O=C(NC1CCN(C(=O)N2CCOCC2)CC1)c1ccccc1	1%	-2%	3%	-2.0%	-3%	1%	7%	10%	i	-9%	-1.1%
COc1ccccc1C(=O)Nc1ccc(C(=O)O)cc1	2%	-8%	-4%	-1.3%	0%	2%	-4%	-5%	i	1%	-0.4%
CCOc1ccc(NC(=O)CSc2nnc(-c3ccncc3)n2CC2CCCO2)cc1 (stereo not drawn)	0%	4%	-18%	-3.3%	-4%	-1%	-5%	1%	i	4%	0.0%
COC(=O)CNC(=O)Cn1ccc2ccccc2c1=O	-5%	-6%	7%	-2.3%	-3%	-9%	-3%	-8%	i	5%	1.2%
COC(=O)c1ccc(Cn2cnc3ccccc3c2=O)cc1	2%	-6%	13%	1.5%	3%	1%	3%	-4%	i	-8%	-3.2%
CCn1cc(C(=O)NCCN(C)CCc2ccccc2)c(=O)c2cc(S(=O)(=O)N(C)C)ccc21	0%	-6%	52%[activator]	4.3%	12%	0%	0%	2%	i	-4%	0.4%
CC(C)(C)c1cc(CN(CCO)CCO)cc(C(C)(C)C)c1O	0%	1%	1%	0.7%	4%	-1%	-5%	-13%	i	-3%	-1.1%
CCCN(CC1CC1)c1nc(C)nc(Nc2c(Cl)cc(Cl)cc2Cl)c1Cl	-2%	-3%&2%	-3%	5.6%	?	4%	-1%&-5%	12%&-6%	i	-14%[25.6 µM]	-1.9%
Cn1cnnc1SCC(=O)N1c2ccccc2-c2c(ssc2=S)C1(C)C	1%	?	4%	-4.1%	-9%	0%	-2%	?	i	-20%	0.0%

3 entries from above, ordered by their value in Caspase-1 inhib, rising.
| SMILES | Caspase-1 inhib |
| --- | --- |
| Cc1ccc(S(=O)(=O)Cn2nnnc2CN(Cc2ccco2)CC2CCCO2)cc1 (stereo not drawn) | -2% |
| O=C(NC1CCN(C(=O)N2CCOCC2)CC1)c1ccccc1 | 1% |
| COc1ccccc1C(=O)Nc1ccc(C(=O)O)cc1 | 2% |

Compound profiles, as listed above.
`O=C(CCC(=O)N(c1cccc(F)c1)C(C(=O)NC1CCCC1)c1ccncc1)Nc1cccnc1` (stereo not drawn) is entered as Caspase-1 inhib = 1%; Tau fil binding = -13%; USP2a inhib = 51%[activator]; BRCT inh green = -1.0%; HEK293 cAMP ctrl = -1%; Caspase-7 inhib = -3%; DNA Pol III inh = -3%; HADH2 inh = 2%; Rhodamine autofl = i; ALOX15 inhib = 19%; BRCT PPI red = 0.1%
`CCc1nnc(NC(=O)CCC(=O)N2CCN(Cc3cc(F)ccc3OC)CC2)s1` is entered as Caspase-1 inhib = 0%; Tau fil binding = 19%; USP2a inhib = 6%; BRCT inh green = -0.7%; HEK293 cAMP ctrl = 7%; Caspase-7 inhib = 0%; DNA Pol III inh = -6%; HADH2 inh = -22%; Rhodamine autofl = i; ALOX15 inhib = -6%; BRCT PPI red = -0.1%

Remaining list, next part
SMILES	Caspase-1 inhib	Tau fil binding	USP2a inhib	BRCT inh green	HEK293 cAMP ctrl	Caspase-7 inhib	DNA Pol III inh	HADH2 inh	Rhodamine autofl	ALOX15 inhib	BRCT PPI red
O=S(=O)(c1ccc2c(c1)OCCO2)N1CCC(n2nnc3cc(C(F)(F)F)ccc32)CC1	-2%	9%	181%[activator]	-2.2%	26%	0%	-3%	1%	i	-1%	-0.8%
CCOC(=O)C1CCN(C(=O)CCCCn2c(=O)[nH]c3ccccc3c2=O)CC1	1%	-1%	4%	-1.7%	10%	-3%	-1%	5%	i	6%	-0.5%
COc1cc2nc(NC(=O)c3ccccc3)[nH]c(=O)c2cc1OC	1%	6%	3%	1.4%	?	0%	-1%	3%	i	3%	-1.9%
N#Cc1c(-c2ccco2)cc(C2CC2)nc1SCC(=O)c1ccccc1	-11%	44%	63%[activator]	6.9%	?	-20%	-2%	-15%	i	16µM*	-0.9%
CCOC(=O)c1sc(NC(=O)COC(=O)Cn2cnc3ccccc32)c(C(=O)OCC)c1C	0%	-13%	25%	-1.1%	22%	0%	-9%	-2%	i	7%	0.0%
CC1(C)CNC(=O)c2sc(NC(=O)CN3CCOCC3)nc2C1	0%	4%	2%	-0.8%	1%	2%	-4%	3%	i	4%	-2.0%
NC(N)=N/N=C(\c1ccc(Cl)cc1)C1CC1	0%[11.5 µM]	5%[11.4 µM]	nt	1.2%[15.4 µM]	4%[11.4 µM]	-1%[11.5 µM]	-12%[11.4 µM]	11%[11.4 µM]	i	3%[11.4 µM]	-0.4%[15.4 µM]
COc1ccc2[nH]c(=O)c(CN(CC3CCCO3)C(=O)Nc3ccccc3OC)cc2c1 (stereo not drawn)	-2%	6%	214%[activator]	0.3%	2%	0%	-2%	-8%	i	-13%	0.6%
CCC(C)(C)NC(=O)C(c1ccccc1F)N(Cc1ccco1)C(=O)c1csnn1 (stereo not drawn)	0%	-3%	13%	-0.6%	19%	-3%	1%	-3%	i	-1%	0.6%
CC(=O)Nc1cc(NC(C)=O)cc(C(=O)NC(C)(C)C)c1	0%	-19%	-2%	-0.6%	6%	-3%	0%	11%	i	7%	-2.0%
CN(C)C(=O)c1ccc(-c2nccc(NCc3cccnc3)n2)cc1	3%	-2%	-4%	1.4%	-7%	0%	0%	0%	i	-3%	0.3%
CCOC(=O)CSc1nnc(CCc2nc3ccccc3[nH]2)n1C	1%	3%	1%	-0.8%	-10%	-3%	-5%	7%	i	8%	0.8%
COc1ccccc1N1CCN(C(=O)Cc2cccs2)CC1	-2%	-15%[11.4 µM]	29%[7.66 µM]	3.4%	2%[11.4 µM]	-4%	10%[11.4 µM]	9%[11.4 µM]	nt	-14%[11.4 µM]	0.9%
CCn1c(SCC(=O)c2ccc(NS(=O)(=O)c3ccccc3)cc2)nnc1-c1cccs1	0%	28%	31%[activator]	-0.2%	?	-1%	0%	?	i	-8%	-4.2%
CCc1cc2c(cc(C(=O)O)n2C)s1	-5%	-28%	-4%	-5.8%	14%	1%	-2%	7%	i	-26%	-2.7%
CCOC(=O)c1cccc(NC(=O)CN(c2ccc(C)cc2)S(=O)(=O)c2c(C)n[nH]c2C)c1	-5%	4%	44%[activator]	1.3%	0%	0%	2%	-4%	i	-7%	-2.5%
Cc1cccc(CCNC(=O)C2CCN(S(=O)(=O)c3c(C)nn(C)c3C)CC2)c1	-2%	9%	7%	-0.1%	5%	4%	7%	8%	i	13%	-1.4%
CCOc1ccc(-n2c(Cc3cc(=O)[nH]c(=O)[nH]3)nnc2SCC(=O)OC)cc1	-2%	6%	nt	3.0%	8%	1%	1%	1%	nt	-17%	-0.6%
Cc1cc(NC(=O)C(C)C)ncc1NC(=O)Cc1ccccc1	-1%	-6%	1%	-2.7%	?	3%	-5%	-2%	i	7%	-0.7%
COc1ccccc1-n1cnnc1SC1CCOC1=O (stereo not drawn)	1%	-5%	-7%	-2.6%	1%	9%	2%	-18%	i	5%	-0.4%
COC(=O)c1ccc(C(NC(=O)OCc2ccccc2)/C(F)=C/[C@@H](C)C(=O)NCc2ccc(-c3ccccc3)cc2)cc1 (stereo partly drawn)	1%	76%	nt	-1.9%	8%	-1%	0%	8%	nt	-3%	0.7%
CCOc1ccc(NC(=O)N(C2CCCCCC2)C2CCN(C(C)=O)CC2)cc1	1%	6%	3%	1.5%	-2%	0%	-2%	7%	i	-1%	0.5%

Screening data as filed in PubChem BioAssay.
